# High-throughput results as filed in PubChem.
# D1 PAM: enhances dopamine response at the human D1 receptor. P21728. HEK293 TREx D1 cells, calcium flux, dopamine EC20 potentiation. potentiation, % at 10 µM. 360,000 compounds, 0.036% hits; in the data active = potentiation above about 30%; also: 0% is about no effect
# D1 ag: human D1 receptor agonism | P21728 | HEK293 T-REx D1 cells, calcium flux, agonist mode | activation, % at 2 µM | 360,000 compounds, 1% hits; in the data active = activation above about 30%; also: 0% is about no effect
#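 Inducible HEK293 T-REx D1 cells, force-coupled to calcium signalling, were plated at 4000 cells/well with tetracycline and held overnight at 30 C. After no-wash calcium dye loading, compound-evoked calcium rise over 180 s flagged agonists.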
# Vif-A3G inh: inhibitors of Vif-APOBEC3G interaction | HeLa A3G-eYFP + Vif (tagged APOBEC3G with the HIV-1 protein that degrades it), YFP fluorescence, overnight | Potency, µM (titrated, usually from 46.1 µM), without a hit: at the highest dose activity, negative = active, actives largely listed as inhibitors | 410,000 compounds, 0.076% hits | AID 602310;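 also: potency is read from the fitted curve at half-maximal effect; % is scaled to controls: 0 for no effect and ±100 for the full control effect; nearly all actives have a fitted effect of over 60% in size; hits raise eYFP signal because A3G escapes Vif-driven loss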
#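 Read-out is eYFP fluorescence (Ex 488/Em 500-530) from Vif-expressing HeLa A3G-eYFP cells; more signal means A3G escaped Vif-mediated degradation. Cells plated overnight, compound pinned in, incubated overnight at 37 deg C.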
# RXFP1 ag: activates the human relaxin receptor RXFP1; Q9HBX9; HEK293T-RXFP1 cAMP TR-FRET, 30 min; response scale: percent of porcine relaxin response, buffer zero; Potency, µM (series often up to 57.5 µM), for the others: at the highest dose activation, usual class: activators; 370,000 compounds, 0.3% hits; AID 2676; also: potency is read from the fitted curve at half-maximal effect; % is scaled to controls: 0 for no effect and ±100 for the full control effect; nearly all actives have a fitted effect of over 60% in size; many of its hits are not listed in these tables
# Target sequence (Q9HBX9 whole entry, looked up): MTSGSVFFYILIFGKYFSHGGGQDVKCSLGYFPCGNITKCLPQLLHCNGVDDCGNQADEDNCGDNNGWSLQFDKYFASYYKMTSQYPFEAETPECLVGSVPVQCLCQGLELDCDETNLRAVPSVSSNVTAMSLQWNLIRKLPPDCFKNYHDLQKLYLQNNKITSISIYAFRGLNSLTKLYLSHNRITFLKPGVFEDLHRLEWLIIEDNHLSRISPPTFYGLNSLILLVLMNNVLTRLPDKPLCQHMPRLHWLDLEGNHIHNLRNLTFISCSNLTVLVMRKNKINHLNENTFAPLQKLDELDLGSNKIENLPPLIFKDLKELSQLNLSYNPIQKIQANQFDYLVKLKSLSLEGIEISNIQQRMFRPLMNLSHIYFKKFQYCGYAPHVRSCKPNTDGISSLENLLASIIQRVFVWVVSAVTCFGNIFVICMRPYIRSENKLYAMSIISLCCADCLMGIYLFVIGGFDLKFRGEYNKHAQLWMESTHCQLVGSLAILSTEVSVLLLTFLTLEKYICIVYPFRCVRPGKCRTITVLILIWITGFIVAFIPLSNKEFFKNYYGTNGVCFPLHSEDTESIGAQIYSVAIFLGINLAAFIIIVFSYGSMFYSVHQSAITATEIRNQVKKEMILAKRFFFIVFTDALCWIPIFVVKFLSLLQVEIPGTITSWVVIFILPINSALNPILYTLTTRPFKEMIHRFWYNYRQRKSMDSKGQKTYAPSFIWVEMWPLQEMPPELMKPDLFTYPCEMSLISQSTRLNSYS
#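 Agonist response is measured as cAMP accumulation in an RXFP1-transfected HEK293T line under PDE4 inhibition. Values are scaled between buffer-only and 29 nM porcine relaxin, and EC50s come from standard Hill equation fits.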
# Glioma ERSR ind: ER stress response induction in glioma; U87-MG GRP78 promoter luciferase reporter, 16 h; 420,000 compounds, 0.02% hits; AID 602332; Potency, µM, for inactives: top-dose activation, hits mostly activators; also: potency is read from the fitted curve at half-maximal effect; series mostly up to about 76 µM; % of control where 0% means no effect; nearly all actives have a fitted effect of over 35% in size
#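 ERSR induction read as luciferase luminescence (Bright-Glo, 10 min at room temperature) in stably transfected human U87-MG glioma cells exposed to compounds for 16 h, using GRP78 as sensor.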
# Vif-A3F inh: Vif-A3F binding inhibition | HeLa A3F-eYFP + Vif (tagged APOBEC3F with the HIV-1 protein that degrades it), YFP fluorescence increase | Potency, µM (highest dose often 46.1 µM), for the others: at the highest dose activity, negative = active | 390,000 compounds, 0.2% hits; also: potency is read from the fitted curve at half-maximal effect; % of control where 0% means no effect; nearly all actives have a fitted effect of over 65% in size
#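 Fluorescence increase (Ex 488/Em 500-530) after overnight compound treatment at 37 deg C flags inhibition of Vif-driven A3F-eYFP loss in stable HeLa A3F-eYFP/Vif cells seeded overnight beforehand.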
# RXFP1 antag: antagonists of human relaxin receptor RXFP1; 350,000 compounds, 0.59% hits; activity change, negative = inhibition, % at 57.5 µM; AID 1259400; HEK293-RXFP1, relaxin-stimulated cAMP HTRF, 30 min; active compounds read low;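 active = activity change of -60% or lower, but not beyond a set lower limit; inconclusive = change between -60% and -40%, or beyond the set limit; inactive = change above -40%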; also: % is scaled to controls: 0 for no effect and ±100 for the full control effect
# D1 antagonist: human D1 dopamine receptor antagonism | 360,000 compounds, 3.2% hits | HEK293 TREx D1 cells, calcium flux, dopamine EC80; active compounds read low | activity change, negative = inhibition, % at 10 µM; in the data active = activity change below about -30%; also: % is scaled to controls: 0 for no effect and ±100 for the full control effect
#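 Kinetic fluorescence of a calcium dye serves as the read-out. D1-expressing Hek293 Trex cells, induced overnight at 30 C, are exposed to compound for 180 s before an EC80 dopamine addition, then read 180 s further.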
# D2 potentiator: positive allosteric modulators of human D2 dopamine receptor. P14416. HEK293 T-REx D2, calcium flux, EC20 dopamine potentiation. potentiation, % at 10 µM. 340,000 compounds, 0.34% hits;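 active = potentiation over 3 SD above the plate norm, cut at about 30% in these data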; also: 0% is about no effect
#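 Tetracycline-induced Hek293 Trex D2 cells, force-coupled to calcium, loaded with no-wash calcium dye. Compound added with 180 s kinetic read for agonism, then EC20 dopamine and a further 180 s read for potentiation.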
# * hit, by the source's call; ? = inconclusive; nt = no result given; & = joins results of further samples. Unless noted, calls follow the shape of the dose curve; as a rule, active = well fitted curve in the direction sought with a large enough effect; inconclusive = small, poorly fitted or top-dose-only effect, or another doubt; inactive = no such curve, though single readings can be large; an effect the other way counts as inactive or inconclusive. Only part of the results is shown (hit frequency here may not be typical).
SMILES,D1 PAM,D1 ag,Vif-A3G inh,RXFP1 ag,Glioma ERSR ind,Vif-A3F inh,RXFP1 antag,D1 antagonist,D2 potentiator
CC(=O)Nc1ccc(S(=O)(=O)NC2Cc3ccccc3C2)cc1,-6,9,5%,3.0%,-1%,2%,2,-9,8
CCN1CCN(CC(O)COc2cccc(OC)c2)CC1 (configuration not stated),0,1,1%,1.6%,-5%,0%,-6,9,5
CCCCC(CC)CNCc1cccn1CCN1CCOCC1 (configuration not stated),2,6,-4%,0.2%,-3%,0%,2,13,nt
Cc1ccc2c(c1C)NC(=O)C2(O)CC(=O)c1ccc2c(c1)OCO2 (configuration not stated),5,4,0%,1.0%,-6%,-4%,3,18,-9
O=C(CN1CCN(C(=O)c2ccccc2)CC1)Nc1cccc(S(=O)(=O)N2CCCC2)c1,-3,0,3%,0.7%,-4%,2%,-17,8,6
Cc1cc(C(=O)CCC(=O)Nc2ncccc2C)c(C)s1,-8,2,-5%,1.5%,-1%,9%,-14,-4,8
COc1cccc(/C=C/C(=O)OCC(=O)N2c3ccccc3CC2C)c1OC (configuration not stated),-4,3,1%,-0.6%,-2%,5%,-2,-6,4
COC(=O)C1=C(C)Nc2nc3ccccc3n2C1c1ccccc1F (configuration not stated),2,1,?,-0.4%,-3%,10%,-19,-1,-5
O=c1cc(-c2c(F)c(F)c(F)c(F)c2F)oc2ccccc12,-1,10,-12%,1.4%,2%,1%,-8,-1,18
CCc1ccc(N2CCn3c2nc2c3c(=O)n(Cc3cccc(C)c3)c(=O)n2C)cc1,1,0,2%,0.5%,-1%,0%,-6,7,4

# Brought forward from above: 7 compounds, then new ones.
SMILES,D1 PAM,D1 ag,Vif-A3G inh,RXFP1 ag,Glioma ERSR ind,Vif-A3F inh,RXFP1 antag,D1 antagonist,D2 potentiator
Cc1ccc2c(c1C)NC(=O)C2(O)CC(=O)c1ccc2c(c1)OCO2 (configuration not stated),5,4,0%,1.0%,-6%,-4%,3,18,-9
O=C(CN1CCN(C(=O)c2ccccc2)CC1)Nc1cccc(S(=O)(=O)N2CCCC2)c1,-3,0,3%,0.7%,-4%,2%,-17,8,6
Cc1cc(C(=O)CCC(=O)Nc2ncccc2C)c(C)s1,-8,2,-5%,1.5%,-1%,9%,-14,-4,8
COc1cccc(/C=C/C(=O)OCC(=O)N2c3ccccc3CC2C)c1OC (configuration not stated),-4,3,1%,-0.6%,-2%,5%,-2,-6,4
COC(=O)C1=C(C)Nc2nc3ccccc3n2C1c1ccccc1F (configuration not stated),2,1,?,-0.4%,-3%,10%,-19,-1,-5
O=c1cc(-c2c(F)c(F)c(F)c(F)c2F)oc2ccccc12,-1,10,-12%,1.4%,2%,1%,-8,-1,18
CCc1ccc(N2CCn3c2nc2c3c(=O)n(Cc3cccc(C)c3)c(=O)n2C)cc1,1,0,2%,0.5%,-1%,0%,-6,7,4
Cn1nc(-c2ccc(N3CCN(CCO)CC3)c([N+](=O)[O-])c2)c2ccccc2c1=O,-1,2,-6%,0.5%,-1%,6%,4,0,10
Cc1ccc(NS(=O)(=O)c2cc(C(=O)N3CCc4ccccc4C3)ccc2Cl)cc1,9,0,-25%,0.5%,-3%,-5%,-16,9,5
COc1cc(/C=N/N(C)c2ccccc2)cc(Cl)c1O,-5,1,-29%,2.2%,-3%,-17%,-1,-19,8
COc1ccc(-c2ccnc3c(C(=O)O)cnn23)cc1,1,1,-8%,6.0%,-1%,0%,4,-5,8
O=S1(=O)CCN(C(CO)c2ccccc2)CC1 (configuration not stated),-3,3,3%,2.4%,-3%,-1%,-2,-21,2
CC1CC(C)CN(c2oc(-c3ccco3)nc2C#N)C1 (configuration not stated),4,1,3%,3.2%,-2%,-16%,-9,-46*,3
Nc1nonc1-c1nc2ccccc2n1CC(=O)N/N=C/c1ccc(-c2ccccc2C(=O)O)o1,-4,3,-1%,-3.6%,-3%,7%,-2,5,14
Cc1cc(C)n(CCNC(=O)CCc2nnc(CCc3ccccc3)o2)n1,3,5,-2%,-1.9%,-1%,-1%,3,0,8
COc1ccc(/C=N/NC(=O)c2[nH]c3ccc(Br)cc3c2-c2ccccc2)cc1,3,0,-28%,2.5%,-4%,-13%,-30,13,10
COCOCCn1cc(CN2CCS(=O)(=O)N(Cc3ccc(-c4cccc(N(C)C)c4)cc3)C(CC(C)C)C2=O)nn1 (configuration not stated),nt,nt,-1%,nt,-4%,-1%,-1,nt,nt
COc1ccc(-n2c(SCC(=O)N3CCCCC3)nc3ccccc3c2=O)cc1,0,2,2%,1.5%,0%,?,8,-6,7
COc1ccccc1S(=O)(=O)Nc1ccc2cn[nH]c2c1,0,4,0%,-0.2%,-4%,4%,nt,5,14
CCOC(=O)c1[nH]c(C)c(CCC(=O)N2CCN(c3cccc(OC)c3)CC2)c1C,-4,0,-5%,2.2%,-1%,-3%,1,-10,-7
COc1ccc(CN(C)C(=O)CNC(=O)c2ccc3ccccc3c2)c(OC)c1,-5,6,-2%,0.2%,-2%,9%,-5,-3,-14
Cc1cccc(N2CCN(C(=O)c3ccc4c(c3)N(Cc3cccc(Cl)c3)C(=O)c3ccccc3S4=O)CC2)c1C (configuration not stated),-7,2,0%,-0.9%,-2%,-10%,-6,-1,-6
Cc1nc2c(cc1N)nc(C)n2Cc1ccccc1,-2,3,-1%,2.3%,-4%,0%,-5,-1,2
Cc1ccc(S(=O)(=O)N2CCCCC2)cc1C(=O)OC1CCCCC1=O (configuration not stated),-3,7,-3%,2.4%,-3%,0%,1,-5,-2
Cc1cc(C)cc(OCC(=O)N/N=C/c2ccco2)c1,3,-1,0%,-2.8%,-7%,15%,-10,-9,12
O=[N+]([O-])c1cc(/C=N\Nc2nccs2)ccc1O,-1,0,nt,0.0%,nt,nt,nt,-2,nt
Cc1ccccc1Cn1c(CN2CCN(c3ccc(F)cc3)CC2)nc2c1c(=O)n(C)c(=O)n2C,-5,1,nt,3.4%,nt,nt,nt,2,-3

# (listing goes on)
# Every second line gives: D1 PAM, D1 ag, Vif-A3G inh, RXFP1 ag, Glioma ERSR ind, Vif-A3F inh, RXFP1 antag, D1 antagonist, D2 potentiator
Cc1cc(CNCc2c(C(=O)N(C)Cc3ccccc3)nc3ccccn23)nn1C
→ -11, 2, -1%, 0.6%, -1%, 8%, -1, -11, -11
COc1ccc(NC(=O)CCNC(=O)N2CC(=O)Nc3ccccc32)cc1OC
→ nt, nt, -1%, nt, -2%, -1%, -1, nt, nt
CCSc1nc(N)c2c3c(sc2n1)CCC3
→ 2, 0, -7%, 3.1%, -1%, nt, -4, 6, 5
Cc1cc(N2CCC(C(=O)NC3CC3)CC2)nc(-c2ccccc2)n1
→ -7, 1, -6%, 1.1%, -4%, -5%, -5, -2, 11
CCC1(C2=CCCCC2)C(=O)NC(=S)N=C1N (configuration not stated)
→ nt, nt, 0%, nt, -3%, -21%, -8, nt, nt
CCc1ccccc1NC(=O)c1oc(=O)c2ccccc2c1-c1ccccc1
→ 4, 6, -5%, 0.2%, -2%, -9%, -21, 8, -9
CCOC(=O)CNC(=O)CSc1nnc(-c2ccccc2)c(-c2ccccc2)n1
→ -2, 1, 0%, 0.0%, -12%, 7%, -10, -14, 5
O=C(NNS(=O)(=O)c1ccccc1)c1ccccc1-n1cccc1
→ -2, 1, 3%, -0.6%, 10%, 0%, 10, 2, -2
Cc1ccc(-c2c[nH]c(=S)n2-c2ccccc2)cc1
→ -3, 3, 4%, -1.5%, 10%, 2%, -19, 9, 2
O=C(CN1C(=O)c2ccc([N+](=O)[O-])cc2C1=O)NCc1ccco1
→ -3, -2, 4%, 1.9%, 1%, 1%, 13, nt, -9
O=[N+]([O-])c1[nH]cnc1/C=C/c1ccccc1
→ -7, 4, 0%, -0.6%, -1%, -12%, -18, -26, -8
CCOC(=O)C(=CNc1cc(C)nn1-c1ccc(C)cc1)C(=O)OCC
→ -1, -3, -1%, -1.5%, 4%, 5%, -25, -8, 8
CC(C)N(C1=CC(=O)OC12CCCCC2)C(C)C
→ -16, 0, -4%, 1.7%, -3%, 3%, -4, 3, -8
CC(=O)c1ccc(N2CCN(C(=O)CCS(=O)(=O)c3ccc4c(c3)NC(=O)CS4)CC2)cc1
→ 1, 3, -4%, 1.6%, -3%, -6%, -1, 6, -5
Cc1ccc(Cn2ccc(NC(=O)c3cc(C)on3)n2)cc1
→ -6, 0, 1%, 1.4%, 4%, -9%, 0, -10, 4
Clc1cccc(Nc2nc(-c3ccncc3)nc3ccccc23)c1
→ -1, 1, -5%, -1.6%, -3%, 17%, -3, 2, -3
Cc1csc(SCC(=O)NCc2ccccc2)n1
→ 9, -3, 2%, 0.6%, 1%, 3%, -1, -4, 6
O=C(NCCCN=C1NS(=O)(=O)c2ccccc21)c1ccc(Cl)cc1
→ -8, 0, -6%, 0.8%, -3%, -1%, -4, 2, nt
COc1ccc(OC)c(S(=O)(=O)NCC(c2ccc(N(C)C)cc2)N2CCOCC2)c1 (configuration not stated)
→ 0, -1, 5%, 5.8%, -2%, -5%, -14, -6, 6
CCc1ccc(-c2cc(C)no2)cc1S(=O)(=O)NCc1ccc(OC)cc1
→ -3, 5, -16%, 0.6%, -2%, -5%, -4, -28, -4
Cc1ccc(Nc2c(-c3ccc(N4CCOCC4)cc3)nc3ncccn23)cc1C
→ -1&2, 8&4, -5%&-8%, 21%&3.9%, 1%&-2%, -3%&2%, 1, 4&34, -1&7
